# CHOP UPR activ: activators of apoptotic arm of unfolded protein response (CHOP). CHO-CHOP luciferase reporter, UPR activation, luminescence; percent of tunicamycin response over DMSO baseline. activation, % at 10 µM. 330,000 tested, 0.34% active. AID 449763;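 active = at 10 µM dose, activation of 40% or more, normalized to positive control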;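 note: 100% = tunicamycin at 10 µg/mL and 0% = DMSO alone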
#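 Test system: CHO CHOP reporter cells. Input: 500 CHO-CHOP cells per well. Medium: F12 with 10% FBS. Technique: luciferase luminescence. Measure: percent activation relative to tunicamycin control. Dosing: 10 µM compound, 0.5% DMSO. Timing: 16-18 h cell attachment, then 6 h compound exposure, 37 °C.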
# UPR XBP1 act: adaptive UPR (XBP1) activation; CHO-XBP1 luciferase reporter, IRE1-XBP1 UPR activation, luminescence; percent of tunicamycin response, DMSO as zero; activation, % at 20 µM; 330,000 tested, 0.33% active; AID 463104;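 active = versus positive control, 20 µM dose yields 30% or more activation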;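 note: 100% = tunicamycin at 10 µg/mL and 0% = DMSO only wells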
#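 Signal: luciferase luminescence; Assay system: CHO-XBP1 luciferase reporter cells; Amount: one thousand reporter cells per well; Dosing: 20 µM single concentration, DMSO 1%; Benchmarks: high control tunicamycin 10 µg/mL final, low control DMSO vehicle only; Schedule: 6 h compound exposure at 37 °C, 5% CO2; Evaluation: percent activation relative to tunicamycin reference.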
# APJ ag: activates the human apelin receptor APJ; 330,000 tested, 0.11% active; activation, % at 20 µM; P35414; CHO-K1 APJ PathHunter beta-arrestin, luminescence; 0% DMSO wells, 100% apelin;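 active = activation more than six SD over the plate average, tested at 20 µM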;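 note: 0% = DMSO alone and 100% = apelin-13 at 10 nM; some results filed as inactive read as strong as hits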
# Target sequence (P35414 whole entry, looked up): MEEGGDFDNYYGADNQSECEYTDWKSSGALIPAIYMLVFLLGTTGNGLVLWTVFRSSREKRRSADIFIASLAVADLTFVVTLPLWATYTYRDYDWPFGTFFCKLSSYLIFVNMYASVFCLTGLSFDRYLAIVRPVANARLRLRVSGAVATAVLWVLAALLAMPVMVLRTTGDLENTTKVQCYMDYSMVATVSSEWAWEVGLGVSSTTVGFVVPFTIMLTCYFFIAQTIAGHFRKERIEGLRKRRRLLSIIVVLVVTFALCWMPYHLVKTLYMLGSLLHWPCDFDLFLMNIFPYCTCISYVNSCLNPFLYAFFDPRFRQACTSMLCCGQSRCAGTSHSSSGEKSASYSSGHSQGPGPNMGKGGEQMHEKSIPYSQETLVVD
#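 system = engineered CHO-K1 APJ arrestin reporter cells | input = 1000 cells per well | timing = overnight seeding, 90 min compound at 25 °C, 1 h detection | measured by = enzyme-fragment complementation luminescence | read-out = beta-arrestin recruitment to APJ as agonist activity, luminescent signal | control set = negative DMSO alone, positive Apelin-13 at 10 nM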
# tim23-1 inh: growth inhibitors of tim23-1 mutant yeast | S. cerevisiae tim23-1 growth, BacTiter-Glo luminescence, 24 h | inhibition, % at 20 µM | 330,000 tested, 1.3% active;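 active = growth inhibition of the mutant yeast at or above 50%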;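 note: temperature-sensitive mutant grown at 25 °C; plate controls were DMSO-treated mutant yeast for no effect and medium wells lacking yeast for full effect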
# CXCR6 block: CXCR6 (human) receptor inhibition; O00574; CHO-K1 PathHunter CXCR6 beta-arrestin, luminescence; inhibition, % at 20 µM; 360,000 tested, 0.36% active; AID 602244; in the data active = inhibition above about 34%, passing the limit was not always enough;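 note: antagonist mode with CXCL16 agonist at 10 nM final; 0% = 10 nM CXCL16 with DMSO and 100% = unstimulated wells without agonist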
# Target sequence (O00574 whole entry, looked up): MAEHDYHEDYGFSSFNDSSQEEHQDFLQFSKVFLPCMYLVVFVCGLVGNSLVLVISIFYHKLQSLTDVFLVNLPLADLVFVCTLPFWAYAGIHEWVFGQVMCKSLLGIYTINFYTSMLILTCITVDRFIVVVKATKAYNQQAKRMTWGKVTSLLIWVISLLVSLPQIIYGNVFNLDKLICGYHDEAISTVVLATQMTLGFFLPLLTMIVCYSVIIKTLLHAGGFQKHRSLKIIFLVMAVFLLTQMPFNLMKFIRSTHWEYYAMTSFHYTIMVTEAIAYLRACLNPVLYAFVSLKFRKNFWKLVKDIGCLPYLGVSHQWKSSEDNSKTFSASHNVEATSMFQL
# TIM10 inh: growth inhibitors of TIM10 yeast strain; inhibition, % at 10 µM; S. cerevisiae TIM10 strain growth, BacTiter-Glo luminescence, 24 h; 330,000 tested, 1.4% active;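 active = inhibition of 40% or more at the single tested concentration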;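 note: wild-type TIM10 isogenic control strain grown at permissive 25 °C; 0% = DMSO yeast wells and 100% = minimal medium wells without yeast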
# APJ antagonist: blocks the human apelin receptor APJ; CHO-K1 APJ beta-arrestin complementation, luminescence; P35414; inhibition, % at 20 µM; 330,000 tested, 0.32% active;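 active = inhibition above about 40% at 20 µM, limit read from the data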;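 note: cells challenged with 10 nM apelin-13 agonist together with compound; plate controls were apelin-13 plus DMSO wells for no effect and DMSO wells lacking apelin-13 for full effect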
# Mdm2-MdmX inh: disrupts the human Mdm2-MdmX interaction | O15151+Q00987 | SaOS-2 split-luciferase Mdm2/MdmX complementation, luminescence | inhibition, % at 8 µM | 330,000 tested, 3% active | AID 485346;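 active = inhibition of at least 50% at 8 µM in the primary screen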
# tim10-1 inh: inhibits growth of tim10-1 mutant yeast | S. cerevisiae tim10-1 ts strain growth, BacTiter-Glo, 24 h | inhibition, % at 20 µM | 330,000 tested, 2.2% active;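 active = inhibition of at least 40%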;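 note: mutant grown at 25 °C; 0% = DMSO wells with yeast and 100% = wells holding no yeast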
# * hit, by the source's call; . = no result given; & = joins results of further samples; ! = a repeat was not active. Some of the compounds tested; the hit share may differ from the screen's.
SMILES,CHOP UPR activ,UPR XBP1 act,APJ ag,tim23-1 inh,CXCR6 block,TIM10 inh,APJ antagonist,Mdm2-MdmX inh,tim10-1 inh
O=C(CCc1ccccc1)Nc1ccc(Cl)cn1,2.3,1,-1,9,-5,-1,5,12,4
N=c1c(C(=O)NCC2CCCO2)cc2c(=O)n3ccccc3nc2n1Cc1cccnc1 (stereo not given),0.8,-1,-4,10,-2,-2,9,-1,21
CC(=O)Nc1cc(NC(C)=O)cc(C(=O)N2CCCC3CCCCC32)c1 (stereo not given),-0.2,-2,-1,-9,5,-20,-21,-4,-12
COc1cccc(C2c3[nH]c4ccccc4c3C[C@H]3C(=O)N(CCCOC(C)C)CC(=O)N23)c1 (stereo not given in full),1.5,-3,-1,13,0,8,19,25,-12
O=C(NC1CCCCC1)C(c1cccs1)N(C(=O)C(F)(F)F)c1ccccc1 (stereo not given),1.5,-2,-7,15,-2,11,16,15,8
O=C(O)CC/C(=N\NC(=O)CNC(=O)/C=C/c1ccccc1)c1ccccc1,1.9,0,-6,14,10,13,3,8,18
CC(C)[C@H]1COCCS(=O)(=O)N1Cc1ccccc1-c1cccc(Cl)c1,0.7,2,.,45,7,-7,.,19,16
COc1cccc(/C=N/NC(=O)C(=O)NCc2cccnc2)c1,0.8,7,2,-4,0,-13,5,9,-29
Cc1cc(C)cc(C(=O)OCC(=O)NC(=O)NC2CCCC2)c1,-0.7,-2,3,11,3,96*,-6,5,-19
CC(C)c1ccc(C2NC(=O)CCC2[N+](=O)[O-])cc1 (stereo not given),-0.3,-2,0,3,-10,6,12,3,0
O=C(Cn1cnc2c(NCc3ccccc3)ncnc21)NCc1ccccc1,2.5,4,.,25,-6,-14,.,43,-2
CCOC(=O)CSc1nc2c(c(=O)[nH]c(=O)n2C)n1CCc1ccccc1,-3.5,2,2,12,1,-1,1,-1,2
CSc1ccc(CN2C(=O)NC3(CCCCC3)C2=O)cc1,-2.0,-2,-2,18,0,12,0,-9,23
Cc1ccc(NC(=O)c2cc(S(=O)(=O)N3CCOCC3)c(Br)s2)cc1,-0.2,-2,6,15,-5,4,-4,20,-6
CC(C)(C)c1cccc(OCCCSc2ncccn2)c1,3.0,4,0,5,-3,3,-5,-16,17
C[C@H](NC(=O)c1nc[nH]c1C(=O)N[C@@H](Cc1ccccc1)C(=O)OCc1ccccc1)C(=O)OCc1ccccc1,-0.4,-5,2,9,2,7,-43,-1,8
Cc1ccn2c(=O)nc(SCC(=O)Nc3cc(C)on3)nc2c1,-1.0,1,2,-11,12,-3,9,15,4
CCOC(=O)C1=C(C)NC(C)=C(C(=O)OC)C1c1cccc([N+](=O)[O-])c1 (stereo not given),5.1,-8,-5,23,8,12,8,30,16
COc1nc(C)cc(C)c1S(=O)(=O)c1ccccc1C,2.0,-2,-2,11,-2,-8,12,16,2
Clc1ccc(CSc2ncn(-c3ccccc3)n2)cc1,3.5,3,-5,19,-7,-13,8,-5,11
Cc1ccc(CSc2nnc([C@@H]3CCCN3)o2)cc1,-0.3,1,-2,2,1,8,6,-6,11
CCOC(=O)C1CCCN(C(=O)c2cc(S(=O)(=O)N3CCCCC3)c[nH]2)C1 (stereo not given),-2.2,-1,-1,-5,-2,1,-4,17,-1
c1ccc(CSc2nnc([C@@H]3CCCN3)o2)cc1,0.2,-2,-4,-7,0,6,6,4,4
COc1ccc(/C=N/NC(=O)CCc2c(C)n[nH]c2C)cc1O,-0.1,0,-2,6,1,-5,-1,6,-7
N#CC1=C(SCC(=O)Nc2nccs2)NC(=O)CC1c1ccccc1 (stereo not given),1.0,3,0,3,5,13,12,14,1
CCN(CC)c1ccc2c(cc1=O)[C@@H](NC)CCc1cc(OC)c(OC)c(OC)c1-2,-2.1,23,-2,15,-10,15,-11,69*,21
Cn1c2ccccc2c(=O)c2c(=O)n(C3CCCCC3)c(-c3cccs3)nc21,-0.8,17,-5,61*,7,34,9,59*,43*
CCCOc1ccc(CCc2n[nH]c(=S)n2-c2ccccc2)cc1,-1.7,0,-6,37,6,24,14,-23,31
COCCn1c(N)c(N(Cc2ccccc2)C(=O)C2CCCCC2)c(=O)[nH]c1=O,0.0,-2,0,18,2,15,14,12,8
Cc1ccnc(NS(=O)(=O)c2ccc(NC(=O)c3ccc(S(=O)(=O)N4CC(C)OC(C)C4)cc3)cc2)n1 (stereo not given),0.5,-3,-2,4,4,-1,12,6,11
Cc1ccc(C(=O)Nc2ccc3ncccc3c2)cc1,-7.7,-8,-2,11,4,-2,3,28,-14
COc1cccc(C2C(C(=O)c3cc4ccccc4o3)=C(O)C(=O)N2c2cc(C)on2)c1 (stereo not given),0.8,-5,-2,-1,0,-2,4,11,2
CC1=NN(c2nc(-c3ccc(F)cc3)cs2)C(=O)C1,0.1,1,-7,10,23,0,28,-13,37
O=S(=O)(NC12CC3CC(CC(C3)C1)C2)c1ccc(F)cc1,-1.8,0,2,55*,-5,12,-3,7,48*
O=C(CCCCCn1c(=S)[nH]c2ccc(N3CCOCC3)cc2c1=O)NCCc1ccccc1,1.6,2,0,5,-3,8,12,51*,0
CC1CCCCN1C(=O)CSc1nnc(-c2ccco2)n1CC1CCCO1 (stereo not given),2.3,2,1,6,-2,-2,1,8,-7

# Some values from the results shown.
# `CC1=NN(c2nc(-c3ccc(F)cc3)cs2)C(=O)C1` in Mdm2-MdmX inh reads -13
# `Cn1c2ccccc2c(=O)c2c(=O)n(C3CCCCC3)c(-c3cccs3)nc21` in CHOP UPR activ reads -0.8

# Complete entries from above. Screens in order: CHOP UPR activ | UPR XBP1 act | APJ ag | tim23-1 inh | CXCR6 block | TIM10 inh | APJ antagonist | Mdm2-MdmX inh | tim10-1 inh
# COc1cccc(C2C(C(=O)c3cc4ccccc4o3)=C(O)C(=O)N2c2cc(C)on2)c1 (stereo not given) in the list: 0.8 | -5 | -2 | -1 | 0 | -2 | 4 | 11 | 2
# N#CC1=C(SCC(=O)Nc2nccs2)NC(=O)CC1c1ccccc1 (stereo not given) in the list: 1.0 | 3 | 0 | 3 | 5 | 13 | 12 | 14 | 1
# CC1CCCCN1C(=O)CSc1nnc(-c2ccco2)n1CC1CCCO1 (stereo not given) in the list: 2.3 | 2 | 1 | 6 | -2 | -2 | 1 | 8 | -7

# Other entries
SMILES,CHOP UPR activ,UPR XBP1 act,APJ ag,tim23-1 inh,CXCR6 block,TIM10 inh,APJ antagonist,Mdm2-MdmX inh,tim10-1 inh
CC1CCN(S(=O)(=O)c2ccc(S(=O)(=O)NCc3ccco3)cc2)CC1,1.7,-1,-4,17,-6,6,14,-17,8
CCS(=O)(=O)N1CCN(c2cccc(C)c2C)CC1,-2.6,0,-1,1,-8,-9,7,15,7
CCOC(=O)c1c(NC(C)=O)sc2c1CCN(Cc1ccccc1)C2,-1.0,0,-2,6,-1,3,7,22,4
COC(=O)c1c(NC(C)=O)csc1C,0.6,-1,-4,7,4,-3,10,18,-1
CC1CN(CCS(=O)(=O)c2cc(Cl)ccc2Cl)CC(C)O1 (stereo not given),-0.3,2,-1,14,3,34,-5,3,20
CN(C)S(=O)(=O)N1CCN(CC(=O)Nc2cc(Cl)ccc2Cl)CC1,-0.7,-4,2,28,-6,25,21,-15,29
COc1ccccc1NC(=O)COC(=O)c1ccccc1OCC(=O)Nc1ccc(SC(F)F)cc1,3.8,3,1,-7,-2,16,1,28,12
COc1ccc(CNC(=S)Nc2cccc(C)c2C)cc1,0.7,-1,3,20,2,13,5,-27,25
Cc1cc(NC(=O)c2ccc(F)c(S(=O)(=O)N3CCCCC3)c2)no1,6.2,-3,11,17,-8,6,5,2,10
Cn1c(=O)c2c(nc(N3CCCCCC3)n2CCSc2nc3ccccc3o2)n(C)c1=O,3.9,2,-3,26,4,8,-1,3,13
COc1cc(NC(=O)c2ccco2)c(OC)cc1NC(=O)CCC(=O)Nc1cc(C)cc(C)c1,-1.0,0,-3,29,6,29,-25,-7,21
Cc1cc2n(n1)SC(Nc1cccc3ccccc13)N2 (stereo not given),7.5,3,-1,23,-4,42*,-10,-71,38
CCn1cc([N+](=O)[O-])c(C(=O)N2CCCCCC2)n1,0.1,0,6,-8,9,5,6,21,-23
CC1(C(=O)N2CCC(CO)(Cc3cccc(C(F)(F)F)c3)CC2)CC1,-1.0,0,0,20,6,3,17,-8,19
Cc1ccc2c(c1)N(CC(=O)NCCCN1CCOCC1)C(=O)C(C(C)C)O2 (stereo not given),0.8,0,9,14,1,6,9,-15,7
O=C(CSc1nc2ccccc2c(=O)[nH]1)NCc1ccc(Cl)cc1,0.9,-1,0,-7,-3,-10,8,2,-33
CCC(=O)Nc1cc(C(=O)OCC(=O)c2ccccc2)ccc1C,4.0,-1,-3,8,2,3,5,-12,17
COC(=O)/C=C/c1ccc(OC(=O)c2ccncc2)cc1,1.8,0,-3,12,6,26,-1,10,20
COc1ccc2cc3[n+](cc2c1OC)CCc1cc2c(cc1-3)OCO2,-0.7&1.1,-6&0,12&7,12&10,-8&-12,51*!,-15&-56,38&21,39&20
COc1ccc(CC(=O)Nc2sc(Cc3ccccc3)c(C)c2C(N)=O)cc1,0.8,-3,-2,-12,-3,-4,6,-12,10
O=C(Nn1c(=S)[nH]c2ccccc2c1=O)c1ccncc1,1.8,-8,-3,-6,5,1,0,21,-5
CC1(C)CC(=O)N(c2cc(Cl)cc(Cl)c2)C(=O)C1,-1.3,1,0,6,-5,-3,-16,-18,9
CC(=O)c1ccc(OCC(=O)NC(=O)NC2CCCCC2)cc1,3.6,-6,8,25,1,16,-6,-9,14
CC[C@H](NC(=O)c1c(C)c(-c2ccccc2)nc2ccccc12)c1ccccc1,-1.4,-6,-7,20,-6,9,0,8,25
COc1ccc(N/C=C/C(=O)c2ccc(C)cc2)c([N+](=O)[O-])c1,7.8,0,-2,18,16,7,19,-19,-11
CCCNC(=O)CCn1cc(-c2ccc(OC)cc2)nc1-c1ccncc1,0.6,-4,8,-6,-2,-3,-56,-26,-4
CCOC(=O)CSC1=C(C#N)C(c2ccco2)C(C(=O)Nc2cccc(C(F)(F)F)c2)=C(C)N1 (stereo not given),-2.8,-4,1,23,-4,11,-33,-9,25
CC1(c2ccc(OC(F)F)cc2)NC(=O)N(CC(=O)NCCC2=CCCCC2)C1=O (stereo not given),-1.0,-2,-3,-8,-8,-4,8,19,10
CCOc1ccc(C(CCc2ccccc2)NC(=O)c2ccccc2F)cc1OCC (stereo not given),0.8,-2,-5,21,13,0,6,-49,10
c1ccc(-c2noc(CCC3CCCC3)n2)cc1,3.8,3,-5,-6,-2,-11,11,1,9
CC(=O)Nc1ccc(NC(=O)c2cc(C3CC3)nc3c2cnn3C(C)C)cc1,-0.8,4,3,25,0,12,-3,4,15
O=C1C2CC=CCC2C(=O)N1c1ccc(Cc2ccncc2)cc1 (stereo not given),-0.1,-6,-3,3,-13,10,-1,12,8
CCCCC(=O)NC(N1CCCCC1)C(Cl)(Cl)Cl (stereo not given),0.9,-4,-1,3,-4,9,-1,-4,14

# From PubChem
